From PubChem
miR122 inh: miR-122 Renilla sensor signal increase in Huh7, primary screen, miR-122 inhibitor project, cell-based, single point, plate reader; Huh7 miR-122 Renilla luciferase sensor, 48 h; neutral wells = 0, positive control = 100; AID 602342, 2012; actives 0.3% (n = 340,000); activation (reporter increase), % at 12.5 µM;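 active means mean replicate activation score at least 90 and every replicate individually at or above 90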;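 further: higher luciferase means less miR-122 activity so hits act as miR-122 inhibitors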
Cneo AK release: Cryptococcus neoformans cell lysis inducers, primary screen, AK release luminescence, single concentration | C. neoformans lysis, adenylate kinase release luminescence, 4 h; normalised: neutral wells 0, clomiphene wells 100 | lysis activity, % at 15 µM | actives 0.2% (n = 360,000);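 active means mean lysis activity across replicates of at least 80%, whatever share of replicates individually reach that level; inactive means mean lysis activity below 80%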
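Assay system: log-phase C. neoformans yeast / Quantity: yeast cell density of 5 × 10^6 cells/mL / Medium: fresh YPD growth medium / Compound: single dose / Timing: static 4 h at 37 °C with compound, 1 h detection / Measured by: adenylate kinase release luminescence / Read-out: lysis from increased AK signal / Benchmarks: Clomiphene as positive lysis control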
C2C12 statin: suppressors of statin myotoxicity in C2C12 myotubes, primary screen, cell-based, single point, plate reader | actives 0.78% (n = 330,000) | rescue of ATP level, % at 7.49 µM | C2C12 myotubes + simvastatin, ATP luminescence, 48 h; scaled: DMSO 0, geranylgeraniol control 100 | AID 602340, 2012;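 active means mean ATP rescue above about 67%, or every replicate alone reaching that limit, limit read from the data, passing the limit was not always enough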;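 further: myotubes were challenged with 10 µM simvastatin during compound exposure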
GSIS activator: GLuc luminescence reporter in INS-1E cells, primary screen for activators of glucose-dependent secretion of insulin | AID 743287, 2014 | activation, % at 16.6 µM | actives 0.61% (n = 370,000) | INS-1E GLuc reporter insulin secretion, 2-3 h;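 active means lowest replicate activation of at least 40%, so every replicate reaches that level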;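 further: 0% = median of neutral control wells and 100% = median of IBMX positive control wells; some compounds called inactive have numbers as strong as hits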
PGC1a acetyl inh: inhibitors of PGC1a acetylation signal, primary screen, cell-based, U2OS, AlphaScreen, inhibitor mode; AlphaScreen anti-acetyl-lysine; with virally co-expressed GCN5 acetyltransferase; inhibition, % at 15.6 µM; actives 0.17% (n = 350,000); AID 651687, 2012;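 active means every replicate shows inhibition of at least 40%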;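 further: 0% = neutral control wells and 100% = positive control wells; some results beyond the cut were filed as inactive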
PglD inh: C. jejuni PglD acetyltransferase inhibitors, primary screen, biochemical, DTNB colorimetric, single point. UDP-N-acetylbacillosamine N-acetyltransferase PglD (Campylobacter jejuni). purified PglD enzyme, DTNB colorimetric CoA detection. inhibition, % at 12.5 µM. actives 0.098% (n = 360,000); in the data active means inhibition above about 16%, passing the limit was not always enough; further: strong numbers were not always called active
FN deposit inh: inhibitors of fibronectin matrix deposition, primary screen, AH1F cells, Alexa488-fibronectin fluorescence, plate reader | AH1F fibroblasts, overnight | inhibition, % at 12.6 µM | actives 0.086% (n = 350,000) | AID 743247, 2014;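 active means mean inhibition across replicates of 30% or more, regardless of how many single replicates reach that level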;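 further: positive control wells lacked labelled fibronectin entirely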
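Measured by – fluorescence 485/525 nm · System – AH1F fibroblast monolayer, labelled fibronectin deposition · Amount – 10000 cells per well · Buffer or medium – serum-reduced DMEM (2% serum) · Doses – single dose, pinned · Also added – fluorescent fibronectin at 24 nM final · Schedule – 1 h cell attachment, overnight exposure to compound and label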
F508del corr: F508del CFTR correction, initial screen, CFBE line, single point | CFBE cells, YFP halide quenching; stimulated with forskolin plus potentiator P3; % fluorescence drop versus neutral controls | activity (quench increase), % at 7.58 µM | actives 0.36% (n = 350,000) | AID 720511, 2013;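 active means mean added fluorescence quench of at least 8% versus neutral control, with both replicates also reaching 8%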;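 further: cells transiently co-express mutant CFTR-F508del with the halide-sensitive YFP; corrector assay measuring rescue of mutant channel to the surface after 24 h compound exposure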
* hit, by the source's call; . = not tested or not shown; [ ] = remark or other dose.

SMILES	miR122 inh	Cneo AK release	C2C12 statin	GSIS activator	PGC1a acetyl inh	PglD inh	FN deposit inh	F508del corr
CCOC(=O)c1ccccc1-c1csc(NS(=O)(=O)c2ccc(Cl)cc2)n1	9.8	0.9	.	.	.	-1.4	-1.7	.
CCC(NC(=S)Nc1ccccc1)C(=O)O (stereo unspecified)	-1.5	.	.	10.0	-0.6	-8.1	-6.8	.
Cc1cc(C(=O)OCC(=O)N(CC(C)C)c2c(N)n(Cc3ccccc3)c(=O)[nH]c2=O)c2ccccc2n1	.	0.3	-7.1	-20.5	.	5.8	-8.5	3.0
CCN(CC)C(=O)Cn1c(=O)n(-c2ccccc2)c(=O)c2sccc21	3.8	.	4.7	-2.8	-4.8	.	2.1	-2.3
NC(=O)c1cccc(-c2csc(C(O)c3ccccc3)n2)c1 (stereo unspecified)	-4.2	-0.1	-1.7	-3.4	-12.7	-2.7	8.2	-0.1
O=C(Nc1ccc(Cl)cn1)c1ccccc1F	8.9	-0.9	.	-14.7	10.9	5.8	-0.8	.
CCC(=O)N1CCc2cc(S(=O)(=O)N3CCN(c4cc(Cl)ccc4C)CC3)ccc21	-5.5	-0.2	-9.9	-2.0	3.0	6.6	-5.9	5.4
Cn1c(SCC(=O)Nc2ccc(N3CCOCC3)cc2)nnc1-c1ccco1	-1.0	-2.9	8.0	-5.5	.	-2.3	-1.8	-0.1
O=C(c1ccc(Br)cc1)N(Cc1nc2ccccc2c(=O)[nH]1)C1CCCC1	0.1	0.4	5.0	-18.4	-16.7	8.2	6.8	-0.4
CCOC(=O)C1C(=O)OC2(CCCC2)C1C(=O)OCC (stereo unspecified)	-0.3	1.2	0.5	.	3.9	1.3	.	.
C[C@@H]1CCCCO[C@@H](CN(C)Cc2ccncc2)[C@H](C)CN([C@@H](C)CO)C(=O)c2cc(NC(=O)Nc3cccc4ccccc34)ccc2O1	28.7[16.7 µM]	4.3	.	-8.8	0.3	1.2	.	-0.8
NC(=O)c1ccsc1NC(=O)c1cccs1	-6.8	-4.6	-7.2	3.8	-5.5	-4.3	1.4	1.0
CN(CC(=O)Nc1ccc(Cl)c(C(F)(F)F)c1)C(=O)C1(c2ccccc2)CC1	-0.6	5.6	-35.0	-50.5	2.5	6.9	-10.4	-2.6
CSc1ccc(/C=C/C(=O)OCC(=O)NCC2CCCO2)cc1 (stereo unspecified)	-3.1	0.4	5.7	-1.1	-0.7	2.2	.	-0.9
CC(C(=O)O)N1c2cccc3cccc(c23)S1(=O)=O (stereo unspecified)	.	2.7	-6.1	-7.9	.	-2.4	-0.5	-0.9
O=C(COc1ccc2c(c1)oc(=O)c1ccccc12)NCCCN1CCOCC1	-1.0	-0.8	7.7	-9.5	3.5	0.2	-0.4	1.9
CC(C)c1nc(NCCN2CCOCC2)c(C#N)c2c1COC(C)(C)C2	-8.0	-1.1	.	.	-3.8	1.3	.	.
Cc1[nH]c2ccc(F)cc2c1CCN(Cc1cccnc1)C(=S)Nc1ccccc1	.	.	.	1.8	-2.5	.	1.8	-0.4
CCOC(=O)NC(=O)CSc1nc2ccc(OCC)cc2[nH]1	-5.2	-1.4	.	.	0.4	0.1	3.4	.
COc1cccc(CC(NC(C)=O)C(=O)NC2CCN(S(=O)(=O)c3cccc4ccccc34)CC2)c1 (stereo unspecified)	0.6	-0.4	-3.2	.	7.7	0.1	3.8	.

Copied from the list.
Result of NC(=O)c1ccsc1NC(=O)c1cccs1 in C2C12 statin: -7.2
Result of CCOC(=O)NC(=O)CSc1nc2ccc(OCC)cc2[nH]1 in PGC1a acetyl inh: 0.4
Result of CC(C)c1nc(NCCN2CCOCC2)c(C#N)c2c1COC(C)(C)C2 in PglD inh: 1.3
Result of CC(C(=O)O)N1c2cccc3cccc(c23)S1(=O)=O (stereo unspecified) in PglD inh: -2.4
Result of Cc1[nH]c2ccc(F)cc2c1CCN(Cc1cccnc1)C(=S)Nc1ccccc1 in FN deposit inh: 1.8

(listing goes on)
SMILES	miR122 inh	Cneo AK release	C2C12 statin	GSIS activator	PGC1a acetyl inh	PglD inh	FN deposit inh	F508del corr
Cc1ccc(S(=O)(=O)N(C)C[C@H]2Oc3ccc(NC(=O)C4CC4)cc3CC(=O)N([C@@H](C)CO)C[C@@H]2C)cc1	3.6[16.7 µM]	58.4	12.6	17.0	-8.4	6.0	.	-2.7
CSc1ccc(CN2CCC(C)(Oc3ccc(F)cc3)C2)cc1 (stereo unspecified)	-1.0	1.3	-1.1	-19.0	.	-4.9	-6.5	-1.2
CC(C)C(C)(C#N)NC(=O)COC(=O)C1CCN(S(=O)(=O)c2ccc3c(c2)OCCO3)CC1 (stereo unspecified)	-4.8	-1.0	7.6	-4.2	0.1	3.1	0.5	-4.3
O=C(C[C@@H]1CC[C@H]2[C@@H](COC[C@@H](O)CN2CCC(F)(F)F)O1)NCc1ccc(Oc2ccccc2)cc1	-3.3[16.7 µM]	0.3	17.6	-9.6	-0.6	-3.4	0.9	-0.5
Cc1cnc(C(=O)OCC(=O)NCCc2ccccc2)cn1	-11.1	0.0	1.7	.	11.4	5.4	4.2	.
CCN(C(=O)c1sc(N)c(C#N)c1C)C1CCCCC1	-3.5	-0.8	.	.	-11.0	-0.5	.	.
Cc1cc(C)cc(NC(=O)CSc2nc3ccccc3nc2N2CCCCC2)c1	-4.6	0.0	7.6	12.4	-23.7	-5.2	0.8	6.7
C/C=C/c1ccc([C@H]2[C@@H](CO)N(S(C)(=O)=O)[C@@H]2CN(CCC)C(C)=O)cc1	.	.	.	-2.0	-4.2	.	-3.3	2.1
C[C@@H]1CN([C@H](C)CO)C(=O)c2cc(C3=CCCC3)cnc2O[C@@H]1CN(C)Cc1ccccc1C(=O)O	-8.2[16.7 µM]	5.7	-34.2	2.9	-0.2	-0.7	1.7	-1.1
CO[C@H](CN(C)S(=O)(=O)c1cn(C)cn1)[C@H](C)CN(C(=O)Nc1ccc(C(F)(F)F)cc1)[C@H](C)CO	.	-3.0	-25.2	-18.4	-0.4	1.3	-6.1	-1.9
CN(C(=O)c1cccc(NC(=O)Cc2ccc([N+](=O)[O-])cc2)c1)C1CCC1	.	-0.5	-13.2	-9.3	.	1.5	-2.2	3.2
C#CCN(C[C@H]1[C@H](OC(=O)NC2CC2)[C@H](OC(=O)NC2CC2)C[C@H]2C(=O)N(c3ccccc3)C(=O)[C@@H]12)S(=O)(=O)c1ccc(C)cc1	-1.3	-1.5	9.8	-39.6	3.7	-1.5	-0.7	0.0
O=C(CNC(=O)c1ccccc1)NCCO	-2.0	2.3	-5.5	-7.3	-0.7	2.0	2.3	2.3
COC(=O)CNC(=O)COC(=O)C(Cc1ccccc1)NC(=O)c1ccco1 (stereo unspecified)	-6.1	3.3	4.6	.	-1.4	-1.1	3.7	.
CNC[C@H]1OCCCC[C@H](C)Oc2ccc(NC(=O)Nc3ccc4c(c3)OCO4)cc2C(=O)N([C@@H](C)CO)C[C@@H]1C	-3.0[16.7 µM]	-2.7	6.5	0.4	-40.8	1.1	.	1.4
Cn1c(=O)[nH]c(=O)c2c1nc(NCc1ccccc1)n2CC(O)c1ccccc1 (stereo unspecified)	8.1	-2.1	0.6	.	-8.6	-3.4	.	.
CCN(C(=O)c1cc([N+](=O)[O-])ccc1NCc1cccnc1)c1ccccc1	7.1	0.4	-30.7	14.4	4.1	-0.2	-0.1	3.4
COc1cc(/C=C2\SC(=S)N(NS(=O)(=O)c3ccc(C)cc3)C2=O)ccc1O	.	.	.	-16.1	-10.5	.	11.2	3.0
C[C@@H]1CCCCO[C@@H](CN(C)C(=O)NC2CCCCC2)[C@@H](C)CN([C@H](C)CO)C(=O)c2cc(NC(=O)CCCCCC(=O)Nc3ccccc3N)ccc2O1	-1.3[16.7 µM]	68.3	.	0.4	6.5	1.7	.	-0.3
CC1CN(C(=O)c2cccc(S(=O)(=O)Nc3ccccc3Cl)c2)CC(C)O1 (stereo unspecified)	-5.3	-2.3	14.7	-1.8	1.0	0.0	1.2	-1.5
CN(C(=O)c1ccncc1)c1nnc(-c2ccccn2)s1	-0.7	-0.8	22.9	.	-0.7	3.6	-4.7	.
CO[C@H]1CN(C)C(=O)c2cc(NC(=O)C3CCOCC3)ccc2OC[C@@H](C)N(CC2CC2)C[C@H]1C	.	0.2	6.1	-10.6	2.6	-0.7	4.9	-1.7
CC1=C(C(N)=O)C(c2cccs2)n2nc(-c3cccc(Cl)c3)nc2N1 (stereo unspecified)	11.4	-1.0	-1.0	.	2.2	1.3	.	.
CCOc1ccc(NC(=S)Nc2cc(C)[nH]n2)cc1	.	.	.	0.5	3.8	.	-2.2	2.5
CN1/C(=C/C(=S)NC(=O)C2CCC2)C(C)(C)c2ccccc21	-5.1	35.1	-24.0	-50.9	9.6	3.5	.	-1.5
COc1cccc(-c2nc(-c3ccccc3)[nH]c(=O)c2C#N)c1	-3.3	-1.1	21.8	.	1.6	-2.9	-10.9	.
COc1ccc(Cl)c(-c2cc(C(=O)Nc3ccc(F)cc3)[nH]n2)c1	7.0	0.3	-31.9	7.7	-19.6	.	1.3	0.9
O=C(COc1ccc(S(=O)(=O)N2CCOCC2)cc1)NCc1ccccn1	-4.9	1.4	-2.5	2.5	-1.3	-1.7	1.7	2.2
O=C(Nc1ccc(F)c(Cl)c1)Nc1nnc([C@@H]2O[C@H](CO)[C@@H](O)[C@H]2O)s1	0.9	-1.4	-6.4	-4.2	16.0	-1.1	-6.7	1.4
CC(=O)N(C)C[C@H]1Oc2cc(-c3ccc(C)cc3)ccc2S(=O)(=O)N([C@H](C)CO)C[C@@H]1C	1.0[16.7 µM]	42.1	-7.6	-1.4	3.2	2.4	.	-0.5

Compound profiles, as listed above:
CCOc1ccc(NC(=S)Nc2cc(C)[nH]n2)cc1 is listed with miR122 inh: .; Cneo AK release: .; C2C12 statin: .; GSIS activator: 0.5; PGC1a acetyl inh: 3.8; PglD inh: .; FN deposit inh: -2.2; F508del corr: 2.5
CC(=O)N(C)C[C@H]1Oc2cc(-c3ccc(C)cc3)ccc2S(=O)(=O)N([C@H](C)CO)C[C@@H]1C is listed with miR122 inh: 1.0[16.7 µM]; Cneo AK release: 42.1; C2C12 statin: -7.6; GSIS activator: -1.4; PGC1a acetyl inh: 3.2; PglD inh: 2.4; FN deposit inh: .; F508del corr: -0.5

(further entries)
SMILES	miR122 inh	Cneo AK release	C2C12 statin	GSIS activator	PGC1a acetyl inh	PglD inh	FN deposit inh	F508del corr
COC(=O)C1=C(C)N(c2ccc(Br)cc2)C(=O)/C1=C\c1ccco1	7.1	1.9	.	-18.6	.	-5.0	3.3	.
C[C@@H]1CN([C@H](C)CO)C(=O)c2cccc(NC(=O)c3cnccn3)c2O[C@H]1CN(C)CC1CCCCC1	28.4[16.7 µM]	1.5	48.0	3.3	0.3	-3.8	.	-1.7
COc1ccc(-c2cn[nH]c2N)c(OC)c1	-2.8	1.0	-17.0	8.1	-9.4	-2.5	-6.5	.
COc1cccc2sc(Nc3nc4ccc(NC(C)=O)cc4s3)nc12	7.4	.	2.1	5.7	.	.	-36.5	.
C[C@@H]1CN([C@@H](C)CO)C(=O)c2cccc(NS(=O)(=O)c3ccc(F)cc3)c2O[C@@H]1CN(C)C(=O)Nc1ccccc1	-0.3[16.7 µM]	-1.7	3.3	-4.8	5.2	-1.1	.	1.0
